Bioassay records from PubChem BioAssay.
TAAR1 ag: agonists of human TAAR1; Q96RJ0; CHO RD-HGA16 TAAR1, Fluo-8 calcium fluorescence; vehicle wells 0%, saturating PEA agonist 100%; activation, % at 3 µM; 0.99% of 360,000 active;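 active means activation above the mean activation of all test compounds in the run plus 3 SD, cut at about 38% in these data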
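Test system: RD-HGA16 (CHO) cells co-expressing Gα16 and hTAAR1 | Doses: Single dose, 3 µM | Schedule: 17-24 h seeding, 75 min 37 °C dye, 30 min RT | Evaluation: % activation from peak over basal fluorescence ratio, DMSO-to-PEA scaled | Technique: Kinetic Fluo-8 calcium fluorescence | Benchmarks: Low control DMSO, high control PEA (EC100)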
CHO-K1 Ca antag: M1 antagonist counterscreen hit in parental CHO-K1 cells; 0.6% of 360,000 active; inhibition, % at 3 µM; AID 602250; ATP-induced calcium, Fluo-8 fluorescence;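 active means inhibition above a per-plate cutoff, the plate's mean sample inhibition plus 3 SD, cut at about 24% in these data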;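 further: 0% = DMSO plus EC80 ATP and 100% = DMSO alone without ATP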
M1 ag: human M1 muscarinic receptor agonism | P11229 | CHO-K1 hM1, Fluo-8 calcium fluorescence, agonist mode; 0% DMSO, 100% acetylcholine EC100 | activation, % at 3 µM | 0.33% of 360,000 active;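 active means activation above the run's mean compound activation plus 3 SD, cut at about 16% in these data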;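 further: peak over basal fluorescence ratio within a 140 s kinetic read after compound addition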
Target sequence (P11229 whole entry, looked up): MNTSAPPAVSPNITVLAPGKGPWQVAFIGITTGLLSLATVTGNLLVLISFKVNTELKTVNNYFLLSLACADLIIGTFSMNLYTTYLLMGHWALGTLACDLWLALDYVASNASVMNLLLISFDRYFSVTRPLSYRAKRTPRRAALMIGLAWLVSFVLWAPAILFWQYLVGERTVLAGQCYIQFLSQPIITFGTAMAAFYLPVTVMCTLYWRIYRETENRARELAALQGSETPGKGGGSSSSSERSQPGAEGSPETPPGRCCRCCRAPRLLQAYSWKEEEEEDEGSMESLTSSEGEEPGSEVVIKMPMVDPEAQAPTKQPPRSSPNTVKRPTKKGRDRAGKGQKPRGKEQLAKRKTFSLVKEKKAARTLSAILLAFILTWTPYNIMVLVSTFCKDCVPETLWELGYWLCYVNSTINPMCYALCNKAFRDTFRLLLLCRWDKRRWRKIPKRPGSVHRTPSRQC
CHO-K1 Ca ag: M1 agonist counterscreen hit in parental CHO-K1 cells; AID 602248; 0.48% of 360,000 active; Fluo-8 calcium fluorescence; scaled to maximal ATP response, vehicle zero; activation, % at 3 µM; in the data active means activation above about 15%;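 further: untransfected CHO-K1 host cells lacking M1 receptor as counterscreen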
CHO parental Ca: counter-screen: ATP calcium response change in parental CHO cells; inhibition, % at 5.6 µM; AID 463079; parental CHO-K1, ATP-induced calcium, Fluo-8 fluorescence; 0.63% of 330,000 active;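 active means inhibition above that plate's mean sample inhibition plus 3 SD, cut at about 26% in these data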;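 further: 0% = ATP-challenged DMSO wells and 100% = DMSO wells without ATP; some compounds past the cut are filed as inactive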
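Assay system: parental CHO cells; Read-out basis: percent inhibition of ATP-evoked calcium rise, normalized to controls; Benchmarks: ATP and no-ATP DMSO wells; Compound dosing: single nominal dose of 5.6 µM per compound; Signal: Fluo-8 calcium dye fluorescence; Also added: ATP as calcium-mobilizing challenge; Repeats: singlicate.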
TAAR1 antagonist: antagonists of human TAAR1; AID 624466; Q96RJ0; inhibition, % at 3 µM; 1.5% of 360,000 active; CHO RD-HGA16 TAAR1, Fluo-8 calcium fluorescence, antagonist;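 active means inhibition above a per-plate cutoff, the mean inhibition of test compounds on that plate plus 3 SD, cut at about 49% in these data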;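 further: 0% = DMSO plus EC80 beta-PEA response and 100% = DMSO alone without agonist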
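test system = CHO RD-HGA16 cells bearing hTAAR1 | replication = singlicate | controls = DMSO-only wells and EC80 β-PEA-stimulated wells | reagent = EC80 β-phenethylamine stimulus | read-out basis = percent inhibition of PEA-evoked calcium signal, max/basal emission ratio | schedule = seeding 17-24 h prior, 75-min 37 °C, 30-min RT dye loading | signal = kinetic Fluo-8 calcium fluorescence measurement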
M1 PAM parental: M1 PAM counterscreen hit in parental CHO-K1 cells. ATP EC20, Fluo-8 calcium fluorescence; 0% at ATP EC20, 100% at ATP max. activation, % at 3 µM. 0.02% of 360,000 active. AID 602247;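 active means activation above the run cutoff, the mean activation of all test compounds plus 3 SD, cut at about 40% in these data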;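 further: peak over basal fluorescence ratio in a 140 s read after ATP addition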
V1R ag counter: activates human V1a receptor in oxytocin agonist counter-screen; activation, % at 3 µM; CHO-V1R cells, Fluo-8 calcium fluorescence, agonist mode; 0% DMSO, 100% 3 nM vasopressin; 0.25% of 320,000 active;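 active means activation above the mean activation of all tested compounds plus 3 SD, per screening run, cut at about 20% in these data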;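 further: signal is peak over basal fluorescence ratio across a 100 second FLIPR read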
Target sequence (P37288 whole entry, looked up): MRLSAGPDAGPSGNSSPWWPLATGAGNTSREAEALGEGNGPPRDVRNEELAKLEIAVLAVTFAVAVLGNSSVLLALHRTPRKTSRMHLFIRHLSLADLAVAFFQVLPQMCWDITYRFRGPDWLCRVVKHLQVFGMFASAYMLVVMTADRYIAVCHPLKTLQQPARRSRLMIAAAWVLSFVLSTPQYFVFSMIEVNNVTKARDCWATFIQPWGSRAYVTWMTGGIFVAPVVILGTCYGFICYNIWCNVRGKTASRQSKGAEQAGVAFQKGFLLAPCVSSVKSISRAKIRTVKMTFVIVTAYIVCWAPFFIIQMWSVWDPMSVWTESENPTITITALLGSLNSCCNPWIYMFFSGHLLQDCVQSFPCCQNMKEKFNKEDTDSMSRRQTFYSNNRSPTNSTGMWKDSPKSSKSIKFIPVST
OXTR potentiator: human OXTR potentiation; P30559; CHO-OTR cells, Fluo-8 calcium fluorescence, potentiator mode; 0% = oxytocin EC15, 100% = EC100; activation, % at 3 µM; 0.061% of 320,000 active; AID 2445;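 active means activation above that plate's cutoff, the mean activation of tested compounds plus 3 SD, cut at about 6.6% in these data, passing the limit was not always enough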;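 further: 100% uses oxytocin at 75 nM as the full agonist control; some results filed as inactive read as strong as hits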
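Assay system: CHO-OTR cells, human receptor / Also added: oxytocin at about EC15, sub-maximal agonist stimulus / Dosing: single dose, 3.0 µM nominal final compound concentration / Incubation: 6 min pre-incubation, 100 s read / Technique: Fluo-8 calcium dye fluorescence / Read-out: % activation vs EC15 and EC100 oxytocin / Benchmarks: EC15 oxytocin low, 75 nM oxytocin high / Replicates: singlicate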
* = called active by the depositor; · = no result given; & = joins results of further samples.

Fields: TAAR1 ag, CHO-K1 Ca antag, M1 ag, CHO-K1 Ca ag, CHO parental Ca, TAAR1 antagonist, M1 PAM parental, V1R ag counter, OXTR potentiator
1: CCC(=O)NC(NCC1CCCO1)C(Cl)(Cl)Cl (centres undefined)
 : 0, -4, -3, -0.1, 12, 13, 8, -0.9, -9
2: COc1cccc(CNC(=O)C2CCN(S(=O)(=O)N3CCCCC3)CC2)c1
 : 5, 6, -1, 1.8, -18, -14, -16, 1.8, -1
3: C=CCOc1ccc(/C=N/O)cc1Cl
 : 0, 8, -6, -0.2, -7, -6, 2, -0.8, -4
4: OC[C@@H]1CN(Cc2ccccc2)C[C@H](n2ccc3c(N4CCCC4)ncnc32)O1
 : 0, 0, 2, 0.9, ·, -9, 18, ·, ·
5: CCN(CC)CCNCc1cc(Cl)ccc1OCc1ccccc1F
 : 2, -6, -2, 2.0, -22, -13, 14, -0.5, -2
6: COc1ccc(C)cc1NC(=O)NC1CCN(Cc2ccccc2)CC1
 : 7, -10, -6, 1.5, -7, 4, 5, 2.0, -5
7: O=C(CSc1ccccc1)N/N=C/c1ccccc1O
 : 16, -4, -4, 2.1, -7, 0, 15, 1.6, -8
8: CCC12CN3CCN(CC(C3)/C1=N\NC(=O)c1ccc(Cl)cc1)C2
 : 2, 11, -8, -0.3, -5, -7, -7, 0.7, -7
9: COc1ccc(OC)c(NC(=O)c2cc3ccccc3cc2OC)c1
 : 2, 3, -2, 5.8, -18, 9, 7, 0.1, -2
10: COc1ccc(CC(=O)N2CCN(C(=O)Cc3ccc(OC)c(OC)c3)CC2)cc1OC
 : 1, 0, -3, 0.3, ·, -6, 10, ·, ·
11: CCN(CC(=O)NCc1cccs1)C(=O)/C=C/c1cccc(OC)c1OC
 : 2, 2, -6, -0.5, -23, 7, 7, -0.7, 2
12: Cc1ccc(Cl)cc1N1CCN(CC(=O)NC2CCCc3ccccc32)CC1 (centres undefined)
 : 2, -12, -6, 0.4, -25, -9, 23, -0.2, -6
13: CCc1ccc(OC)c(-c2csc(N)n2)c1
 : -2, -3, -6, 0.3, -22, -10, 5, -1.2, 1
14: COC(=O)c1ccc2c(c1)C(C)(C)C(/C=C/c1ccc(OC)c(OC)c1OC)=[N+]2C
 : 1, -4, -3, 0.0, 8, -27, 14, 7.2, -5
15: CCOCCCNC(=O)CCN1C(=O)c2ccccc2Sc2ncccc21
 : -1, -7, -6, 0.1, -12, -6, 0, 0.9, -5
16: COc1ccccc1C(=O)Nc1ccc(CN2CCCCC2)cc1
 : 5, -10, -6, 0.4, -16, -11, 10, 0.7, -15
17: O=C(CCN1CCN(c2ccccc2)CC1)Nc1ccc(OCc2ccccc2)cc1
 : 5, 6, 2, 0.4, -9, 17, 0, 1.9, -8
18: O=C(Cn1nc2ccccc2n1)N/N=C/c1ccc(F)cc1
 : 3, -8, -3, 0.3, -11, -4, 0, 1.2, -6
19: COCCN(C(=O)COC(=O)COc1ccc(Cl)c(C)c1)c1c(N)n(Cc2ccccc2)c(=O)[nH]c1=O
 : 0, 8, -5, 0.1, -10, -11, -5, -0.3, -3
20: COCCOC(=O)C1=C(C)NC(=O)NC1c1c(Cl)nc2ccccn2c1=O (centres undefined)
 : -1, -3, -2, 0.2, 5, 11, 16, 1.4, -8
21: COc1ccc(C(C)(O)c2nc(-c3ccc(OC)nc3)cs2)cc1 (centres undefined)
 : 2, 2, -3, 1.2, ·, -3, -9, ·, ·
22: O=C(NCCCNCc1ccccc1)c1ccccn1
 : 3&0, -15&-11, 0&-6, 0.5&1.1, -1, -9&5, 17&24, -0.5, 6
23: COC(=O)C(C(=O)Nc1nc2ccccc2s1)C1CCCC1 (centres undefined)
 : 12, 4, -7, 0.1, -13, -11, -2, -1.0, -7
24: Cc1ccc(S(=O)(=O)Nc2nc3ccccc3nc2NCC2CCCO2)c(C)c1 (centres undefined)
 : -1, -9, -4, 1.0, -9, -44, -2, -0.3, 0
25: COc1ccc(C(C)=O)cc1CSc1nnc(-c2ccc(Cl)cc2)n1-c1ccccc1
 : 12, 5, 1, 0.1, -23, 22, 1, -0.8, -14
26: Cn1c(NCc2c(O)ccc3ccccc23)nc2ccccc21
 : 12, 17, -2, 0.5, -1, 14, -7, -0.1, -5
27: Nc1ccccc1C(=O)NN=Cc1cccc([N+](=O)[O-])c1
 : 1, 2, -2, 0.6, ·, 7, -4, ·, ·
28: COc1ccc(-c2oc3ccccc3c2C(=O)OCc2ccccc2)cc1
 : 4, -9, -4, 0.1, -26, 6, -1, 1.8, -1
29: COc1ccc2c(c1OC)C(=O)OC2Nc1nc(-c2ccc(-c3ccccc3)cc2)cs1 (centres undefined)
 : -2, -8, -6, -0.3, -5, 8, 12, 1.3, -3
30: CC1CCN(C(=O)CSc2ccc(-c3cccnc3)nn2)CC1
 : 2, 3, -5, 0.7, 7, -14, -9, 1.1, -8
31: Cn1c2ccccc2c2cnn(CC(=O)Nc3cccc(F)c3)c(=O)c21
 : 3, -11, -3, 1.8, -11, -18, 23, -1.2, -3
32: COc1ccc(/C=N/NC(=O)c2cc(C34CC5CC(CC(C5)C3)C4)[nH]n2)cc1OC
 : 6, 1, -9, 3.9, -17, 15, 10, 0.4, -12
33: COc1ccc(-c2csc(C(O)c3ccc(F)c(F)c3)n2)cc1 (centres undefined)
 : 57*, 10, 3, 3.2, ·, 77*, -10, ·, ·
34: COc1ccc(C(=O)NCCN2CCOCC2)c(OC)c1
 : 1, -22, -7, 1.4, -11, -6, 27, 1.0, 1
35: O=C(CNC(=O)C1CC1)Nc1ccc(F)c(F)c1F
 : 3, -3, -1, 1.9, -13, -6, 9, 0.0, 2
36: Cc1cc2ccccc2c(=O)n1CC(=O)N(C)c1ccc(F)cc1
 : 3, 11, -3, -0.7, -12, -7, -3, -0.7, 6
37: O=C(N/N=C/C=C\c1ccccc1[N+](=O)[O-])c1ccco1
 : 6, 10, -2, 0.0, 7, 18, -16, 2.8, -18
38: COc1cccc(CNc2nc3cc(-c4cccc(C(F)(F)F)c4)sc3c(=O)n2C)c1
 : 0, -5, 0, -0.2, ·, -1, 7, ·, ·
39: COc1ccc(OCCOc2ccccc2[N+](=O)[O-])cc1
 : 3, 1, -8, 1.5, -5, 6, 9, -0.7, -3
40: O=C(NNC(=O)C1CCN(S(=O)(=O)c2ccccc2)CC1)c1ccccc1O
 : 1, -1, 0, 0.3, -12, -5, -2, -0.4, -4
41: CC(C)Oc1ccc(/C=N/NC(=O)C2CCCN2S(=O)(=O)c2ccc(Cl)cc2)cc1 (centres undefined)
 : ·, 2, -3, -0.1, -24, ·, 3, -0.8, -4
42: Cc1ccc(S(=O)(=O)N2C[C@H]3[C@H]4C(=O)N(C5CCCCC5)C(=O)[C@H]4CC(=O)[C@H]3[C@@H]2c2ccccc2F)cc1
 : 3, 16, 5, -0.6, ·, -23, 3, ·, ·
43: CC(C)(C)C(=O)Nc1c(Cl)cccc1OC(F)(F)F
 : 0, -1, 1, 0.1, -5, 0, 4, -0.8, -7
44: CCN(CC)C(=O)C1CCN(Cc2ccc(OCc3ccccc3)c(OC)c2)CC1
 : -1, -10, -9, 1.0, -14, 16, 3, 0.5, -6
45: CC(C)C(=O)NC(=S)/C=C1/N(C)c2ccccc2C1(C)C
 : 1, -3, -3, 3.0, 0, 3, -4, 0.4, -17
46: CCCCN(C)C(=O)c1nc2ccccn2c1CN1CCN(c2cnccn2)CC1
 : 2, 8, -3, 0.1, -13, -6, -8, -0.1, 0
47: O=C(NC(=S)Nc1cccc2cnccc12)c1ccccc1
 : 0, -17, -3, -1.0, -20, 5, 22, 0.0, 0
48: Cc1ccc(S(=O)(=O)N(c2ccc(Br)cc2)C2C=CS(=O)(=O)C2)cc1 (centres undefined)
 : 4, -9, -5, 0.3, 5, -3, 14, -1.1, -15
49: CC(=O)Nc1ccc(NS(=O)(=O)c2cc(-c3cnc(C4CC4)o3)ccc2C)cc1
 : 4, -11, 0, 3.1, -23, -4, 2, 7.5, -9
50: C=CCNC(=S)NNC(=O)COc1ccc(Cl)cc1Cl
 : 1, -2, -5, 0.6, -13, -1, 3, 3.1, -4
51: O=c1[nH]c(C2CCN(S(=O)(=O)Cc3ccccc3)CC2)nc2c1nnn2Cc1ccccc1Cl
 : 3, -14, -2, 1.3, -10, -3, 10, 0.5, -9
52: CCN(CC)C(=O)c1cc(-c2ccc3c(c2)OCO3)on1
 : 6, 0, -4, 0.1, -9, -15, -7, 0.1, -4
53: COc1ccc(C(=O)n2nnc3ccccc32)cc1Br
 : ·, 4, -2, 0.0, -6, ·, 4, 0.6, -1
54: CCOc1ccc(S(=O)(=O)c2c[nH]c3ccc(C)cc3c2=O)cc1
 : 6, 8, -2, 0.1, -19, -1, 4, -0.1, 1
55: CNc1ncnc2c1ncn2[C@H]1CN(CCc2ccccc2)C[C@@H](CO)O1
 : 21, -6, 0, 0.4, ·, -20, 1, ·, ·
56: CN(c1ccc(C(=O)NCc2ccccc2)cc1)S(C)(=O)=O
 : 7, -12, -1, 0.4, 0, 5, -2, 2.6, -7
57: N=C(N)SCc1cccc2ccccc12
 : 29, -6, -2, 3.3, -9, 27, 5, 9.4, -18
58: COc1cc(C2C(C(=O)c3ccco3)=C(O)C(=O)N2Cc2ccccc2)ccc1O (centres undefined)
 : -2, -9, 0, -0.2, 1, -22, 3, 0.1, -3
59: COC(=O)c1cc(S(=O)(=O)C(C)C)c(S(C)=O)s1 (centres undefined)
 : 2, -7, -5, 0.2, -7, -4, 9, -0.2, -8
